GCN5L2 inh: blocks human GCN5L2 histone acetyltransferase. Q92830. GCN5L2 HAT assay, ThioGlo1 CoA-SH fluorescence. Potency, µM (top dose mostly 58.9 µM), without a hit: at the highest dose activity change, negative = inhibition, actives largely listed as inhibitors. hit rate 0.21% among 390,000. AID 504327
Target sequence (Q92830 whole entry, looked up): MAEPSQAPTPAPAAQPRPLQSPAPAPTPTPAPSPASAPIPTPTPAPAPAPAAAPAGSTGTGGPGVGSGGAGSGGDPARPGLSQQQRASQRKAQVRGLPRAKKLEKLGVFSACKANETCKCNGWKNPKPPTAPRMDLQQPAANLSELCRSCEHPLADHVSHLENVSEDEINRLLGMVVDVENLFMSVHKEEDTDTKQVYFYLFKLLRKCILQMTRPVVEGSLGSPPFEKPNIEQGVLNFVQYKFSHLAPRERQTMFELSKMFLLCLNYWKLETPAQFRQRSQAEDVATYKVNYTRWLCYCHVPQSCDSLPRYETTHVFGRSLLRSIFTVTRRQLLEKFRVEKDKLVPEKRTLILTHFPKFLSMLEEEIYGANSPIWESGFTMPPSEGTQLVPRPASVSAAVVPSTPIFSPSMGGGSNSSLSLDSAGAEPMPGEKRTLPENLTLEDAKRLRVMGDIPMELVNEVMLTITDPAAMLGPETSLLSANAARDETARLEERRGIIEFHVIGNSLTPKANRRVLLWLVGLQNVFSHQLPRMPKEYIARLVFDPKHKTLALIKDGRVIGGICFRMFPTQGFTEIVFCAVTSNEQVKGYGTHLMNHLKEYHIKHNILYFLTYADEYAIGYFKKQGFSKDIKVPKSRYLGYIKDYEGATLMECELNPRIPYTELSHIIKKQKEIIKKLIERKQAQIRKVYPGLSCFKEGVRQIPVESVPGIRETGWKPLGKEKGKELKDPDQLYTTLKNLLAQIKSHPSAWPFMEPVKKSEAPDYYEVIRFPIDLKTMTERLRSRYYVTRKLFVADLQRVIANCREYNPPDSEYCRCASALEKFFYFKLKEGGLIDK
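GCN5L2 (20 nM) in 50mM HEPES pH 7.5, 0.1mM EDTA, 0.01% Tween-20 preincubated 15 min with compounds at room temperature. Reaction started with H3(1-25) 75uM, acetyl-CoA 70uM, ThioGlo1 50uM; CoA-thiol fluorescence (Ex340/Em540) read at 0 and 20 min.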
TDP1 cell CPT: DT40-hTDP1 cell growth loss with CPT. chicken DT40 Tdp1-/-;hTDP1 cells + 20 nM CPT, ATP luminescence, 48 h. Potency, µM (doses to about 46.2 µM), for the others: at the highest dose activity change, negative = growth inhibition, actives largely listed as inhibitors. hit rate 12% among 420,000; also: nearly all actives have a fitted effect of over 55% in size
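Chicken DT40 Tdp1-/- cells complemented with human TDP1, 400 cells/well, exposed to compounds plus 20 nM camptothecin for at least 48 h at 37 C; viability read as ATP content by CellTiter-Glo luminescence.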
DT40 TDP1 no CPT: qHTS for Inhibitors of human tyrosyl-DNA phosphodiesterase 1 (TDP1): qHTS in cells in absence of CPT; DT40 Tdp1-/- hTDP1 cells, no CPT, ATP luminescence, 48 h; Potency, µM (top dose mostly 46.2 µM), for the others: top-dose activity change, negative = growth inhibition, usual class: inhibitors; hit rate 15% among 420,000; AID 686978, 2013; also: nearly all actives have a fitted effect of over 55% in size
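Chicken DT40 Tdp1-/- cells stably complemented with human TDP1 were seeded at 400 cells/well with DMSO in place of 20 nM camptothecin. After compound pinning, cells grew at least 48 hr at 37 °C; viability read by CellTiter-Glo luminescence.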
Active calls of the source: *; u = inconclusive; x = no result given. Calls follow the shape of the dose curve; as a rule, active = well fitted curve in the direction sought with a large enough effect; inconclusive = small, poorly fitted or top-dose-only effect, or another doubt; inactive = no such curve, though single readings can be large; an effect the other way counts as inactive or inconclusive. % is scaled to controls: 0 for no effect and ±100 for the full control effect; potency is read from the fitted curve at half-maximal effect. A portion of the library; count on the stated rates, not on these rows.

Every second line gives: DT40 TDP1 no CPT, TDP1 cell CPT, GCN5L2 inh
COc1ccc(C(=O)Nc2nnc(-c3ccc(F)cc3)s2)c(OC)c1
 : -9%, 2%, 0%
O=C(c1cnn(C(=O)CN2CCCC2=O)c1)c1ccccc1O
 : -25%, u, -7%
CCOc1ccc(/C=c2\sc3nc(-c4ccco4)nn3c2=O)cc1OCC
 : -27%, -30%, -2%
CCCCNC(=S)NCC(c1ccccc1)c1c[nH]c2ccccc12 (centres undefined)
 : u, 12%, -12%
Cc1cc(C)c2c(CN3CCN(Cc4ccc5c(c4)OCO5)CC3)cc(=O)oc2c1
 : 16µM*, u, -3%
CC1(C)CC(=O)C(/C=N/c2ncccc2C(=O)O)=C(O)C1
 : -1%, -28%, -26%
Cc1ccc(Cn2c(=N)c(C(=O)NCC3CCCO3)cc3c(=O)n4cccc(C)c4nc32)cc1 (centres undefined)
 : 9.2µM*, 7.3µM*, 0%
CCN(CC)S(=O)(=O)c1ccc2c(c1)nc(CCC(=O)Nc1ccc3c(c1)OCO3)n2CC
 : -28%, -7%, -6%
O=C(NCC(=O)N1CCCC1C(=O)O)OC1CCCCC1 (centres undefined)
 : -18%, -7%, -6%
Cc1cccc(-n2c(C)cc(/C=N\NC(=O)c3ccco3)c2C)c1
 : u, u, -2%
CCOc1ccc(N(CC(=O)Nc2cccnc2)S(C)(=O)=O)cc1
 : 0%, 1%, 0%
Cc1cc(C(=O)NC2CCCc3c2cnn3-c2ccc(C)c(C)c2)no1 (centres undefined)
 : u, 15µM*, -6%
CSCCC(NC(=O)c1ccccc1)C(=O)NCC(C)(C)N1CCOCC1 (centres undefined)
 : -14%, -6%, -2%
C=CCC(C(=O)NC(C)c1ccccc1)C(=O)NC(C)c1ccccc1 (centres undefined)
 : -28%, u, 1%
COC(=O)c1ccc(CSc2nc(-c3ccco3)cc(C(F)(F)F)n2)o1
 : -26%, -29%, u
Cc1ccc(C(=O)O/N=C2\CC3CCC2(C)C3(C)C)cc1 (centres undefined)
 : -3%, -24%, 0%
O=C(Cc1ccccc1[N+](=O)[O-])N1CCc2ccccc2C1
 : u, 1%, -2%
COc1ccc(CNC(=O)c2cc(-c3cccs3)nc3ccccc23)c(OC)c1
 : u, 2.6µM*, -6%
COc1cccc(N2CCN(C3CC(=O)N(c4cccc(Cl)c4)C3=O)CC2)c1 (centres undefined)
 : 3%, -21%, 0%
Cc1ccc(Nc2nc(N)nc(CCl)n2)c(C)c1
 : 10µM*, 6.5µM*, -3%
N/C(=N\OC(=O)c1ccc(Cl)cc1Cl)c1ccncc1
 : 2%, -14%, -4%
Cc1cc(=O)cc(C)n1-c1ccccc1N1CCOCC1
 : 0%, 0%, -10%
C[C@H](CO)N1C[C@H](C)[C@@H](CN(C)Cc2cccnc2)OCc2cnnn2CCCC1=O
 : -6%, -7%, x
OC(COc1ccc(F)cc1Cl)CN1CCc2ccccc2C1 (centres undefined)
 : u, 21µM*, 1%
Cn1cc(/C=C(\NC(=O)c2ccccc2)C(=O)NCCCn2ccnc2)c2ccccc21
 : -15%, 1%, x
C=CCNC(=O)C1CCN(S(C)(=O)=O)CC1
 : -18%, 6%, -3%
Cc1cccc(NC(=O)c2ccc(S(=O)(=O)N(C)C)cc2)n1
 : -20%, 0%, -6%
Cc1cc(NC(=O)c2ccc(OCC3CCCO3)cc2)ccc1Br (centres undefined)
 : 15µM*, 21µM*, x
CCC1CCCCN1CCCNC(=O)c1ccc2c(c1)N(Cc1ccc(F)cc1)C(=O)c1ccccc1S2=O (centres undefined)
 : u, u, -2%
COc1ccc(CC(C)N2CCN(c3cccc(C(F)(F)F)c3)CC2)cc1OC (centres undefined)
 : 26µM*, u, -3%
COc1ccc(N(C(=O)CNC(=O)c2ccco2)C(C(=O)NC2CCCC2)c2cccnc2)cc1 (centres undefined)
 : 11%, 7%, -10%
S=C(NCCCNC(=S)Nc1ccccc1)Nc1ccccc1
 : -25%, 1%, -7%
Cc1ccc(CNC(=O)c2cc3cc(C)ccc3n2C)cc1
 : -7%, 2%, -4%
COC(=O)CCC(=O)N1CCCC(CO)(Cc2ccccc2F)C1 (centres undefined)
 : -13%, -3%, -2%
CCN(CC)C(=O)CSc1nc2sc(C)c(C)c2c(=O)[nH]1
 : -4%, u, -2%
CCOC(=O)CC1COCCN1C(=O)c1cc(COc2ccc(F)cc2Cl)on1 (centres undefined)
 : u, u, 0%
NC(N)=Nc1ccc(/C=C2\C=Cc3ccccc32)cc1
 : 13µM*, 11µM*, x
CCOC(=O)c1ccccc1NC(=O)COC(=O)CC(C)(C)CC1=NS(=O)(=O)c2ccccc2N1
 : u, u, -8%
Cc1nnc(SCC(=O)N2CCC(Cc3ccccc3)CC2)n(N)c1=O
 : u, u, -4%
CCc1nc(Cl)c(C#N)c2c1CSC(C)(C)C2
 : -25%, -28%, 0%
Nc1nn(-c2cccc(F)n2)cc1-c1ccccc1
 : u, -14%, -3%
CCC1CCCCN1C(=O)c1nn(-c2ccc(C)cc2)c(=O)c2c1c1ccccc1n2C (centres undefined)
 : -12%, -4%, 1%
CCc1n[nH]c(=S)n1/N=C/c1c(C)nn(-c2ccccc2)c1Cl
 : -1%, 13%, -8%
O=C(COC(=O)c1cn(-c2ccccc2)nc1-c1ccccc1)Nc1ncc(Cl)cc1Cl
 : -23%, 1%, -9%
O=C(/C=C/c1ccc(Br)o1)NC(c1ccccc1)c1ccccc1
 : u, 9.2µM*, 3%
CC(=O)Nc1ccc2c(c1)ncn2-c1ccc(C)cc1
 : 1%, 4%, -3%
CCOc1ccc(NC2SC(=O)N(Cc3ccccc3)C2=O)cc1 (centres undefined)
 : -15%, 7%, 1%
COc1ccc(N2CCN(C(=S)Nc3ccc(F)cc3)CC2)cc1
 : 0%, 1%, -4%
CCCCNC(=O)COC(=O)c1ccc(Cl)c(S(N)(=O)=O)c1
 : -2%, 4%, -6%
COc1ccc(CCN2CC(C(=O)Nc3cc(F)ccc3F)CC2=O)cc1OC (centres undefined)
 : 3%, 5%, -24%
O=c1[nH]c(SCc2ccc(F)cc2)nc2c1CCCC2
 : u, u, -1%
Clc1cccc(Cl)c1Cn1ccc(C2CC2)n1
 : -1%, 6%, -8%
Cc1nn(C)c(C)c1NC(=O)COc1ccc(Cl)cc1
 : 2.6µM*, 6.5µM*, -6%
O=C(Nc1cccc(Cl)c1)c1ccc(S(=O)(=O)NCC2CCCO2)cc1 (centres undefined)
 : u, -30%, -3%
Cc1csc(SCC(=O)Nc2ccccc2[N+](=O)[O-])n1
 : -15%, -7%, -5%
CC(C)(C)NC(=O)C1c2ccccc2OCC(=O)N1Cc1cccnc1 (centres undefined)
 : 2%, 6%, x
O=c1c2cc(Cl)cc(Cl)c2nc2n1CCC2
 : -4%, -4%, -8%
Cc1cc(C)cc(OCC(=O)Nc2ccc3c4c(cccc24)CC3)c1
 : u, u, 3%
COC(=O)C12OCC34C(CC5C(C)=C(O)C(=O)CC5(C)C3C(O)C1O)OC(=O)C(OC(=O)C=C(C)C)C24 (centres undefined)
 : 0.15µM*, 0.065µM*, x
Cc1cccc(C)c1NC(=O)CCCN1C(=O)C(c2ccccc2)Oc2cccnc21 (centres undefined)
 : -28%, u, -6%

Further results follow:
Every second line gives: DT40 TDP1 no CPT, TDP1 cell CPT, GCN5L2 inh
Cc1cccc(NS(=O)(=O)c2ccc(C)c(C(=O)NCC(c3cccs3)N(C)C)c2)c1 (centres undefined)
 : u, 18µM*, -6%
COc1ccc(CC(=O)NC(CC(=O)O)c2ccc(OC)cc2)cc1 (centres undefined)
 : 1%, -23%, 9%
CN(C)c1ncc(S(=O)(=O)c2ccccc2)c(-c2ccc(Cl)cc2Cl)n1
 : -2%, -1%, -7%
Cc1ccc(OCC(=O)Nc2ccc3c(c2)nc2n3CCOC2)cc1
 : -20%, -23%, -2%
COC(=O)C1Cc2c([nH]c3ccccc23)CN1C(C)=O (centres undefined)
 : -16%, 1%, 0%
O=C(Nc1ccccc1)C1COc2ccccc2O1 (centres undefined)
 : -1%, -22%, -6%
COc1ccc(OC)c(N(C)S(=O)(=O)c2ccc3c(c2)N(C(C)=O)CCO3)c1
 : -5%, 3%, 0%
Cn1c(=O)n(C)c2cc(N3CCCC3)c(NC(=O)c3cccc(F)c3)cc21
 : u, u, -10%
Cc1cc(NC(=O)CSc2nnc(COc3cccc(C)c3C)n2Cc2ccco2)no1
 : -2%, -13%, -3%
COc1ccc(Nc2ncnc3sc(C)cc23)c(OC)c1
 : u, 0%, 9%
Cc1ccc2nc(CSc3nnc(NC(=O)C(C)C)s3)cc(=O)n2c1
 : u, u, -6%
CCOc1ccc(/C=N/NC(=O)c2cc3ccccc3cc2OC)cc1
 : u, u, -9%
COc1cccc(-c2nccc(NCc3ccccc3)n2)c1
 : u, u, -25%
O=C(CSc1nnc2scc(-c3ccccc3)n12)c1ccc2c(c1)OCCO2
 : -27%, -25%, -4%
Oc1c(C=C2N=c3ccccc3=N2)sc(=S)n1-c1ccc2ccccc2c1
 : -22%, 21µM*, -6%
O=C(Cn1nnc(-c2ccc(F)cc2)n1)NC(=O)NC1CCCCC1
 : u, u, x
O=C(NCCC1=CCCCC1)Nc1ccc2nsnc2c1
 : 10µM*, u, -4%
CC(C)CNC(=O)C1(C)CCN1C(=O)c1ccc(C(C)(C)C)cc1 (centres undefined)
 : 8.2µM*, 10µM*, x
Cc1nonc1OCCN1CCN(c2ccccc2[N+](=O)[O-])CC1
 : u, -8%, -11%
CC(C)(C)c1cc(CSC(=S)NC2CCS(=O)(=O)C2)c(Br)c(C(C)(C)C)c1 (centres undefined)
 : 12µM*, 6.5µM*, -8%
CCCCn1c(SCC(=O)c2ccccc2)nc2c(sc3ccccc32)c1=O
 : -16%, -12%, -1%
CCCNC(=O)Cn1c(-c2ccc(F)cc2)cc(C(=O)OCC)c1C
 : 1%, u, -10%
CCC(=O)Nc1cc(-c2cc3ccccc3oc2=O)ccc1OC
 : u, -27%, 3%
O=C(COC(=O)Cc1ccccc1F)Nc1cccc(F)c1
 : -12%, 12%, -2%
O=c1[nH]c(=O)n([C@H]2C[C@H](O)[C@@H](CO)O2)cc1/C=C/Br
 : -17%, -17%, 0%
Cc1cc(=O)oc2cc(OC(=O)C3CCN(C(=O)c4ccc(F)cc4)CC3)ccc12
 : -14%, -2%, 3%
CC1(C(=O)NCC2CCCO2)Oc2cccnc2NC1=O (centres undefined)
 : 5%, 12%, 1%
CC1(C)Cc2c(sc(NC(=O)C(=O)NCC3CCCO3)c2C(N)=O)CO1 (centres undefined)
 : 23%, -11%, -16%
COC(=O)c1c(NC(=O)CCCC(=O)O)sc2c1CCC2
 : -3%, -6%, -16%
O=C(Nc1ccc(-c2csc(Nc3ccccc3)n2)cc1)c1cc([N+](=O)[O-])cc(C(F)(F)F)c1
 : 18µM*, u, 0%
CCN(CC)CCN1C(=O)C2C(C(=O)Nc3cccc(C)c3)C3C=CC2(O3)C1C(=O)NC1CCCC(C)C1C (centres undefined)
 : 0%, -3%, -5%
COc1ccc2nc(Nc3nc(CSc4ccc(C)cc4)cc(=O)[nH]3)nc(C)c2c1
 : 18µM*, u, -3%
S=c1[nH]nc(C23CC4CC(CC(C4)C2)C3)n1Cc1ccco1
 : u, u, -7%
CCC(C(=O)NC(C)CCc1ccco1)n1nc(C)n2c(cc3occc32)c1=O (centres undefined)
 : u, -29%, 2%
CN(C)c1ccc(/C=C2\C=Cc3cc(N)ccc32)cc1
 : 11µM*, u, x
O=S(=O)(NCCCN1CCN(c2ccccc2F)CC1)c1cccc2cccnc12
 : u, u, -7%
